Glioma ERSR ind = qHTS for Inducers of the Endoplasmic Reticulum Stress Response (ERSR) in Human Glioma: qHTS. actives 0.02% (n = 420,000). Potency, µM, inactives show top-dose activation, hits mostly activators. AID 602332, 2012. U87-MG GRP78 promoter luciferase reporter, 16 h; note: potency is the fitted concentration of half-maximal effect; series mostly up to about 76 µM; % of control where 0% means no effect; nearly all actives have a fitted effect of over 35% in size
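Stably transfected U87-MG human glioma cells carrying a GRP78-based luminescent sensor were seeded at 1000 cells/well, pin-dosed with compounds and incubated 16 h. Luciferase reagent was then added, and end-point luminescence was read after 10 min at room temperature.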
Apoferritin bind = qHTS Assay for Identification of Novel General Anesthetics | apoferritin/1-aminoanthracene competitive binding, fluorescence | actives 0.074% (n = 350,000) | Potency, µM (top dose mostly 77.5 µM), for the others: top-dose activity change, negative = displacement, most hits filed as inhibitors; note: potency is the fitted concentration of half-maximal effect; % is set by controls: 0 for no effect and ±100 for the full control effect; nearly all actives have a fitted effect of over 20% in size
Target sequence (P02791 2-175 limits assumed): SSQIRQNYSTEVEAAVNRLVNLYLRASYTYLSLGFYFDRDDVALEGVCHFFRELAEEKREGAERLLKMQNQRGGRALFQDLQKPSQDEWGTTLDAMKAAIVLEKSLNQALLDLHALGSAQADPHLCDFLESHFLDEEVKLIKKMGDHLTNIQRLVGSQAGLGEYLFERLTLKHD
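Concentration-response curves derived by four-parameter Hill fitting of normalized fluorescence, where compounds displaced 1-AMA from 10 uM horse apoferritin following a brief 10 min room-temperature incubation; propofol titration acted as positive control.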
APE1 inh = qHTS Assay for Inhibitors of the Human Apurinic/apyrimidinic Endonuclease 1 (APE1). actives 0.35% (n = 350,000). Potency, µM (highest dose often 65.8 µM), for inactives: top-dose activity change, negative = inhibition, most hits filed as inhibitors. AID 2517, 2012. recombinant APE1, TAMRA/BHQ-2 abasic DNA cleavage fluorescence;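 note: potency is the fitted concentration of half-maximal effect; plate controls were vehicle for no effect and reference inhibitor for full effect; nearly all actives have a fitted effect of over 55% in size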
Target sequence (P27695 whole entry, looked up): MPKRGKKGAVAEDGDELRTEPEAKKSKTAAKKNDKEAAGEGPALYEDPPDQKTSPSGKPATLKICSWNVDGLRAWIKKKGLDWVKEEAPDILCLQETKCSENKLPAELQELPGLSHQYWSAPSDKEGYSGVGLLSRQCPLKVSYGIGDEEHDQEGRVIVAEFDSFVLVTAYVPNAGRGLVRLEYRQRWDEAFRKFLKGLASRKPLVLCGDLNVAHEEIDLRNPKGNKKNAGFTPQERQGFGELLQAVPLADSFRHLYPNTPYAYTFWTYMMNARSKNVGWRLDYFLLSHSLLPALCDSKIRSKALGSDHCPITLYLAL
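Step 1: APE1 (0.75 nM) with compound, 15 min RT. Step 2: add 50 nM fluorophore/quencher THF duplex. Step 3: three fluorescence reads 60 s apart (525/598 nm); read 3 minus read 1 = reaction progress.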
Pol beta inh = qHTS Assay for Inhibitors of DNA Polymerase Beta. Potency, µM (top dose mostly 114 µM), for the others: at the highest dose activity change, negative = inhibition, most hits filed as inhibitors. P06746. AID 485314, 2010. actives 1.3% (n = 340,000). Pol beta primer extension/strand displacement, fluorescence kinetic; note: potency is the fitted concentration of half-maximal effect; % is set by controls: 0 for no effect and ±100 for the full control effect
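Pol beta (10 nM) was preincubated with compound for 15 min at room temperature. The reaction was then started with 50 nM substrate and read immediately and after a further 10 min at room temperature.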
Pol iota inh = qHTS for Inhibitors of Polymerase Iota; Pol iota fluorescent replication assay, 10 min; Potency, µM (doses to about 115 µM), for inactives: at the highest dose activity, negative = inhibition, actives largely listed as inhibitors; actives 1% (n = 390,000); AID 588590, 2011; note: potency is the fitted concentration of half-maximal effect
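Pol iota at 10 nM preincubated 15 min with compounds at room temperature; reaction started with fluorescent substrate, 50 nM final. Fluorescence read kinetically at 0 and 10 min; buffer-only wells as negative control.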
Pol kappa inh = qHTS for Inhibitors of Polymerase Kappa | purified Pol kappa, fluorescent DNA synthesis assay, 10 min | Potency, µM (titrated, usually from 107 µM), for inactives: at the top dose activity, negative = inhibition, actives largely listed as inhibitors | actives 0.53% (n = 400,000) | AID 588579, 2011; note: potency is the fitted concentration of half-maximal effect; % is set by controls: 0 for no effect and ±100 for the full control effect
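First, compounds were pin-transferred onto 10 nM Pol kappa. After 15 min at room temperature, substrate was added to 50 nM final. Fluorescence was then measured kinetically at 0 and 10 min.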
LDHA inh = qHTS assay for inhibitors of human lactate dehydrogenase | L-lactate dehydrogenase A chain (Homo sapiens), P00338 | purified LDHA, NADH/diaphorase-resazurin fluorescence; active compounds read low | activity change, % (values are at about 110 or 230 µM) | actives 0.15% (n = 480,000); in the data active = activity change below about -30%; inconclusive = mostly about -25% to -30%;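 note: plate controls were DMSO wells for no effect and wells without enzyme for full effect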
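Enzyme activity of human lactate dehydrogenase 5 (2 nM; 0.06 mM NADH, 0.2 mM pyruvate, 5 min, RT) is measured via a resazurin/diaphorase fluorescence readout of residual NADH.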
BLM helicase inh = qHTS Assay for Inhibitors of Bloom's syndrome helicase (BLM); RecQ-like DNA helicase BLM (Homo sapiens), P54132; recombinant BLM DNA unwinding, fluorescence dequenching; Potency, µM (titrated, usually from 56.1 µM), for the others: at the highest dose activity change, negative = inhibition, hits mostly inhibitors; actives 0.2% (n = 350,000); AID 2528, 2010;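 note: potency is the fitted concentration of half-maximal effect; plate controls were vehicle for no effect and no enzyme for full effect; nearly all actives have a fitted effect of over 35% in size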
Pol eta inh = qHTS for Inhibitors of Polymerase Eta. Potency, µM (titrated, usually from 114 µM), without a hit: at the top dose activity change, negative = inhibition, hits mostly inhibitors. AID 588591, 2011. actives 1.2% (n = 390,000). recombinant Pol eta, fluorescent DNA replication assay; note: potency is the fitted concentration of half-maximal effect; % is set by controls: 0 for no effect and ±100 for the full control effect
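Fluorescent replication assay: 50 nM final substrate added after a 15 min room-temperature compound preincubation with 10 nM enzyme. Signal taken at 0 min and again at 10 min.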
Numbers without * were called inactive; ? = inconclusive; / = no result given; & = joins results of further samples; [ ] = remark or other dose. Unless noted, calls come from the whole dose curve; as a rule, active = well fitted curve in the direction sought with a large enough effect; inconclusive = small, poorly fitted or top-dose-only effect, or another doubt; inactive = no such curve, though single readings can be large; an effect the other way counts as inactive or inconclusive. Not all compounds are listed (hit frequency here may not be typical).

# | smiles | Pol iota inh | BLM helicase inh | Pol kappa inh | LDHA inh | Pol eta inh
1 | O=C1c2cc(O)cc(O)c2OC[C@@H]1c1ccc(O)c(O)c1 | / | 1% | 15µM* | / | /
2 | COc1ccccc1Nc1nc2ccc(C)cc2n2cnnc12 | 26% | -3% | 9% | 0 | ?
3 | O=C(O)Cn1c(SCCOc2ccccc2F)nc2ccccc21 | -7% | -3% | -10% | -6 | -21%
4 | COc1ccccc1NC(=O)CSc1nncn1N | 53%[activator] | -2% | -10% | 1 | -15%
5 | CCOc1ccc(NS(=O)(=O)c2ccc3c(c2)CCN3C(=O)C2CCC2)cc1 | 11% | -14% | -12% | -4 | -6%
6 | CCCCCC(=O)Nc1ccc(C(=O)CN2C(=O)NC3(CCCCCC3)C2=O)cc1 | 3% | / | -3% | -11 | -13%
7 | O=C(CCn1c(=O)c2cccn2c2cccnc21)NCc1cccc(Cl)c1 | 77%[activator] | -2% | 1% | -3 | -5%
8 | CCOC(=O)/C(C#N)=C/c1c(N2CCN(c3ccc(OC)cc3)CC2)nc2c(C)cccn2c1=O | 101%[activator] | -8% | -10% | -3 | -21%
9 | CC(=O)c1ccc(NC(=S)N2CCN(c3cccc(Cl)c3)CC2)cc1 | 102%[activator] | -15% | 1% | -10 | -15%
10 | O=S(=O)(NC1CCCCCCC1)c1ccccc1 | 97%[activator] | -1% | -5% | -3 | 0%
11 | CCOc1cc(C2Nc3ccccc3C(=O)N2Cc2ccco2)ccc1OCc1ccccc1Cl (configuration not stated) | 15% | / | -9% | 1 | /
12 | CCOC(=O)c1ccc(NC(=O)COC(=O)c2cccc(Oc3ccccc3)c2)cc1 | 12% | -11% | -18% | -2 | -11%
13 | O=C(NCc1ccc2c(c1)OCO2)C1CCC(CNS(=O)(=O)c2ccc(Cl)cc2)CC1 (configuration not stated) | -9% | -5% | -5% | -6 | -4%
14 | Cc1ccc(C(=O)NNC2=NC(C)(C)Cc3ccccc32)cc1 | -4% | 3% | -9% | -3 | 1%
15 | c1ccc(N2CCN(Cc3cn4cccnc4n3)CC2)cc1 | 14% | 3% | -6% | -1 | -17%

# | Pol beta inh | APE1 inh | Glioma ERSR ind | Apoferritin bind
1 | / | ? | 12% | ?
2 | -2% | 9% | -7% | -10%
3 | 5% | 0% | -8% | 0%
4 | 40% | 25% | 2% | -1%
5 | 5% | -5% | -2% | -7%
6 | / | 4% | -1% | /
7 | 44% | 14% | ? | -3%
8 | 23% | -9% | -4% | -14%
9 | 54% | 26% | -2% | -8%
10 | 1% | -4% | -3% | ?
11 | / | / | ? | /
12 | -7% | ? | 1% | 6%
13 | 3% | 13% | -1% | -13%
14 | 7% | 2% | 2% | -6%
15 | 17% | -1% | -2% | -4%

Next compounds:
# | smiles | Pol iota inh | BLM helicase inh | Pol kappa inh | LDHA inh | Pol eta inh
16 | O=C(NC1CCCC1)C(c1ccccc1)N(C(=O)c1ccco1)C1CCCC1 (configuration not stated) | ? | 1% | -11% | -8 | -13%
17 | O=C(CSc1nncs1)Nc1ccc(Cl)cc1C(F)(F)F | -9% | / | -17% | 0 | -8%
18 | CCOC(=O)C1CCCN(C(=O)COc2ccc(N(C)S(=O)(=O)c3ccc(C)cc3)cc2)C1 (configuration not stated) | 55%[activator] | -3% | 1% | -1 | -22%
19 | CN(C)c1ccc(C2NC(=O)c3ccccc3N2)cc1 (configuration not stated) | 36%[activator] | -9% | 1% | -1 | -12%
20 | O=C(NC1CCN(C(=S)NCc2ccco2)CC1)c1ccc(F)cc1 | 5% | 3% | -7% | -4 | -4%
21 | CCOC(=O)CN1C(=O)C(=O)c2cc(C)ccc21 | 6% | -3% | 2% | 12 | -9%
22 | O=C(Nc1ccc(N2CCCC2)cc1)c1ccc2ccccc2c1 | 1% | 0% | -14% | -7 | -6%
23 | Nc1c(C(=O)NCc2ccco2)nnn1CC(=O)Nc1ccccc1 | -3% | -6% | 8% | 0 | -13%
24 | COc1ccccc1/C=C/c1nc(C#N)c(N2CCCCCC2)o1 | 4% | -4% | -1% | 8&2 | /
25 | CC(OC(=O)C1=COCCO1)C(=O)c1ccc(C(C)(C)C)cc1 (configuration not stated) | 1% | / | -1% | 4 | -20%
26 | CCOc1ccccc1N(CC(=O)NC1CCCCC1)S(=O)(=O)c1ccccc1 | 120%[activator] | -6% | -12% | -6 | 0%
27 | CCOC(=O)COc1ccccc1/C=C1/NC(=O)NC1=O | 12% | 0% | -5% | -8 | -19%
28 | CCOC(=O)Oc1c(OC)cc(C(=O)O[C@H]2C[C@H]3CN4CCc5c([nH]c6cc(OC)ccc56)[C@@H]4C[C@H]3[C@@H](C(=O)OC)[C@@H]2OC)cc1OC | / | 0%[21.4 µM] | -12%[12 µM] | / | /

# | Pol beta inh | APE1 inh | Glioma ERSR ind | Apoferritin bind
16 | 1% | 0% | -1% | -4%
17 | / | 1% | -3% | /
18 | -16% | -9% | -5% | -13%
19 | -3% | -3% | -11% | 40%[activator]
20 | 10% | 2% | -4% | -10%
21 | 54% | 2% | 1% | -7%
22 | ? | 1% | -2% | -2%
23 | 7% | ? | -6% | -9%
24 | 39% | / | / | 247%[activator]
25 | / | 21% | 0% | /
26 | 87% | 7% | -1% | -7%
27 | 26% | 0% | -1% | -9%
28 | / | / | -4% | 6%[29.3 µM]
